Screens: PubChem, Sanford-Burnham Center for Chemical Genomics
A3G deaminase – inhibitors of human APOBEC3G DNA deaminase; 330,000 compounds, 0.28% hits; recombinant A3G, ssDNA deamination FAM/TAMRA fluorescence; inhibition, % at 20 µM; Q9HC16;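 active means inhibition of at least 40% at 20 µM, with no more than 30% in the related APOBEC3A deaminase screen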;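 further: plate controls were DMSO wells with A3G for no effect and wells lacking A3G enzyme for full effect; some compounds called inactive have numbers as strong as hits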
Target sequence (Q9HC16 whole entry, looked up): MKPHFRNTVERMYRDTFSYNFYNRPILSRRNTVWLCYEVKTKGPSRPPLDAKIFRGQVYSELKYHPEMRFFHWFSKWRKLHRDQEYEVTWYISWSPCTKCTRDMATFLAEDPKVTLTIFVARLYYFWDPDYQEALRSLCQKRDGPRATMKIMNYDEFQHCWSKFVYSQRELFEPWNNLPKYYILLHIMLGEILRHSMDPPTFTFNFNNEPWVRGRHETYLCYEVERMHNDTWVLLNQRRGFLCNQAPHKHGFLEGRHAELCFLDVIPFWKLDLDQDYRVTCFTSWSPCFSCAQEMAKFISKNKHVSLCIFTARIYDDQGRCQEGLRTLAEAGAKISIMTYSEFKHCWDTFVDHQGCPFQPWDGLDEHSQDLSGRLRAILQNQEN
CCR6 antag – CCR6 (human) receptor antagonism. inhibition, % at 20 µM. P51684. CHO-K1 CCR6 PathHunter beta-arrestin, luminescence, CCL20-stimulated. 340,000 compounds, 0.49% hits;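 active means compounds whose inhibition of the agonist-driven luminescence signal at 20 µM reaches about 50%, limit read from the data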;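 further: cells stimulated with CCL20 at 14 nM final; plate controls were DMSO with CCL20 for no effect and DMSO without agonist for full effect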
NR3A LBD binder – NR3A (human) ligand-binding domain modulation; NR3A LBD differential scanning fluorimetry, Tm shift; 0% = protein alone, 100% = glycine-bound protein; Tm shift relative to glycine control, % at 25 µM; 340,000 compounds, 2.5% hits; AID 1259313;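 active means melting temperature shift of at least 10% of the positive control shift, at one fixed dose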
MPTP block – permeability transition pore inhibition | isolated mouse mitochondria, Ca2+ swelling absorbance, 30 min | inhibition, % at 10 µM | 360,000 compounds, 1.4% hits | AID 602449;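 active means inhibition of 50% or more, scaled per plate between neutral and stimulator controls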;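 further: 0% = DMSO wells given calcium and 100% = 1 mM EGTA wells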
Gli-Sufu antag – Gli-Sufu pathway antagonism. Sufu-KO-LIGHT fibroblasts, Gli luciferase reporter luminescence. 340,000 compounds, 0.74% hits. inhibition, % at 5 µM;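 active means inhibition above about 55%, limit read from the data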;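 further: 0% = DMSO-treated cells and 100% = wells with medium but no cells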
APOBEC3A inh – inhibitors of human APOBEC3A DNA deaminase; P31941; recombinant A3A, FAM/TAMRA ssDNA deamination fluorescence; inhibition, % at 20 µM; 330,000 compounds, 0.41% hits;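 active means at least 40% inhibition at 20 µM here, with at most 30% in a related deaminase screen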;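 further: plate controls were A3A with DMSO for no effect and wells lacking A3A enzyme for full effect; some results filed as inactive read as strong as hits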
CXCR6 block – blocks human CXCR6 beta-arrestin recruitment; O00574; CHO-K1 PathHunter CXCR6 beta-arrestin, luminescence; inhibition, % at 20 µM; 360,000 compounds, 0.36% hits; in the data active means inhibition above about 34%, passing the limit was not always enough;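 further: antagonist mode with CXCL16 agonist at 10 nM final; 0% = 10 nM CXCL16 with DMSO and 100% = unstimulated wells without agonist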
Target sequence (O00574 whole entry, looked up): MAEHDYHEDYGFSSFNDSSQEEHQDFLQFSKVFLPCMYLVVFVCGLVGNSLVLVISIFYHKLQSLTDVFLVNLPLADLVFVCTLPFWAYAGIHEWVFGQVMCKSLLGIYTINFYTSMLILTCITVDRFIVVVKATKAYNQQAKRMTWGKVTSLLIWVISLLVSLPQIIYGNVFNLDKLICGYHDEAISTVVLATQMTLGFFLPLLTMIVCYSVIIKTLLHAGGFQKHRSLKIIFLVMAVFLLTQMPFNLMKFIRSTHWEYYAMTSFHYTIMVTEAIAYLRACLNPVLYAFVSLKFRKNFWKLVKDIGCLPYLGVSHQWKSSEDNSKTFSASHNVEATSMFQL
EBI2 block – EBI2 (human) antagonism | EBI2 beta-arrestin recruitment, luminescence, 7a,25-OHC stimulated | inhibition, % at 5 µM | 360,000 compounds, 0.81% hits | AID 651636; in the data active means inhibition above about 38%;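 further: enzyme fragment complementation signal reports receptor beta-arrestin coupling in cells; 0% = agonist plus DMSO wells and 100% = wells without agonist; some results beyond the cut were filed as inactive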
Target sequence (P32249 whole entry, looked up, the tested form may be a part): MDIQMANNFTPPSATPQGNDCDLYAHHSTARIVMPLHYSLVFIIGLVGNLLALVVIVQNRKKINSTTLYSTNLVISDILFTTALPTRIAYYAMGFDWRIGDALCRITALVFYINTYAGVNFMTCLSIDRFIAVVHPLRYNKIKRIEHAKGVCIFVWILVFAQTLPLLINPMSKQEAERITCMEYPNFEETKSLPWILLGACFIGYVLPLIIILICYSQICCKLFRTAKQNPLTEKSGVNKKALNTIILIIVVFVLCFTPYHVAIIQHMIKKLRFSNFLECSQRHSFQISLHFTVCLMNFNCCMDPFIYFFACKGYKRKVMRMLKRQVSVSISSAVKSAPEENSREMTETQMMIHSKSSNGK
The depositor's hits bear a star; / = not tested or not shown.

SMILES | A3G deaminase | CCR6 antag | NR3A LBD binder | MPTP block | Gli-Sufu antag | APOBEC3A inh | CXCR6 block | EBI2 block
O=[N+]([O-])c1ccc(O)c(C=NNc2ccc(S(=O)(=O)O)cc2)c1 | / | 42 | -14 | -0.8 | 8 | / | 20 | 11
CCN(CC)C(=O)CSC(Nc1cccc(F)c1)=C(C#N)C#N | -3 | 3 | 12* | 9.4 | 6 | -2 | 4 | -5
CS(=O)(=O)c1ccc2nc(NC(=O)CCNC(=O)c3ccc(Cl)cc3)sc2c1 | -2 | 10 | -1 | -0.5 | -34 | 0 | -5 | -3
COc1ccccc1NC(=O)CC(=O)c1ccccc1 | -5 | 14 | -1 | 0.0 | 2 | 0 | 6 | 7
Cc1coc2cc3oc(=O)c(CCC(=O)N[C@@H](CCCNC(N)=O)C(=O)O)c(C)c3cc12 | -5 | -1 | 4 | 1.7 | -5 | -4 | 6 | 0
O=C(NCCN1CCCCCC1)c1ccc(CS(=O)(=O)c2ccc(Br)cc2)o1 | -3 | 12 | 2 | -0.9 | 1 | -1 | 2 | 0
CCC1CCc2sc(C(=O)NCC(c3ccc(OC)cc3)N3CCCC3)cc2C1 (centres undefined) | -8 | 11 | -2 | 2.6 | 10 | 0 | 3 | 5
Nc1c(-c2ccccc2)c(CSc2nc3ccccc3[nH]2)nn1-c1cccc(Cl)c1 | -8 | 42 | 2 | 5.1 | 6 | -5 | 7 | 36
Cc1cccc(Nc2cc(=O)[nH]c(=O)[nH]2)c1 | -6 | -5 | 4 | 1.5 | -5 | -3 | 3 | -4
Clc1ccc(CN(CC2CCCO2)C(c2cccs2)c2nnnn2C2CCCC2)cc1 (centres undefined) | -4 | 32 | -1 | 1.8 | 10 | -2 | 10 | 49*
COc1cccc(-n2c(Cc3cc(=O)[nH]c(=O)[nH]3)nnc2SCC(=O)N2CCCCC2)c1 | -8 | 15 | 0 | -1.6 | 0 | -2 | 6 | -9
Cc1c(C(=O)N/N=C/c2cccnc2)sc(=S)n1C | -9 | -8 | -8 | 1.1 | 1 | -1 | -6 | 8
CCCC(=O)Nc1ccc2c(c1)COC2=O | 66 | 4 | 0 | -0.9 | 5 | 33 | 4 | 1
CCN(CC(=O)Nc1ccc(NC(C)=O)cc1)C(=O)/C=C/c1ccc(C)o1 | 1 | 0 | 0 | -0.7 | -3 | -1 | 5 | -3
O=C1CCC[C@@H]2Cc3nc4cc5c(cc4cc3[C@@H]3CCN1[C@H]23)OCO5 | / | -7 | -7 | -0.5 | -14 | / | -16 | -17
Cc1ccc(S(=O)(=O)Cc2c(C)noc2C)cc1 | -3 | 2 | 1 | -0.1 | 0 | -1 | -7 | -2
CCOCCOC(NC(=O)c1ccccc1)(C(F)(F)F)C(F)(F)F | -4 | 15 | 0 | -1.1 | 10 | -3 | 0 | 11
Cc1ccc(OCC2Cn3c(nc4c3c(=O)[nH]c(=O)n4C)O2)cc1C (centres undefined) | 4 | -1 | -1 | -0.5 | 0 | -4 | 7 | -8
O=c1[nH]c(C2CCN(S(=O)(=O)c3ccc4c(c3)OCCO4)CC2)nc2c1nnn2Cc1c(F)cccc1Cl | -8 | 14 | -2 | 2.0 | -26 | -4 | 0 | -5
COc1ccc(-c2c(C#Cc3ccccc3)c3ccccc3n2C)cc1 | -10 | 5 | 4 | 4.4 | -23 | 2 | -2 | 11
CCOC(=O)c1sc2nc(CC(=O)OC)nc(NCc3ccc(Cl)cc3)c2c1C | -7 | 12 | -6 | -0.2 | 55* | 4 | 3 | 10
O=[N+]([O-])c1ccc(NS(=O)(=O)c2cccc3cccnc23)cc1 | -4 | 29 | -1 | -0.7 | 4 | -4 | 10 | 0
CCOC(=O)c1c(C)[nH]c(C(=O)NCCc2ccc(OC)c(OC)c2)c1C | 6 | 6 | 3 | 0.2 | 20 | 3 | 10 | 1
Cc1ccc(CNC(=O)CN(C)S(=O)(=O)c2cccc3nsnc23)cc1 | 10 | 0 | -3 | -3.2 | 9 | 2 | 2 | 2
C#CCOCCOCCOCCNc1nc(N2CCOCC2)nc(N2CCN(C(=O)[C@H](CCC(=O)O)n3cc(C(N)[C@H](C)CC)nn3)CC2)n1 (some centres undefined) | 10 | 1 | 1 | -0.8 | -4 | 0 | -3 | -6
Cc1cc(C)n(CC(=O)NNC(=O)C2CC(=O)N(Cc3ccccc3Cl)C2)n1 (centres undefined) | -5 | 1 | -2 | 0.6 | -2 | -3 | 2 | -4
COCCNC(=O)C(c1ccc(C)o1)N(CC1CCCO1)C(=O)Cn1nnc2ccccc21 (centres undefined) | -2 | 1 | -4 | 2.1 | 9 | 0 | 3 | -1
CCN1CCSc2ccc(C(=O)NCc3ccccc3Br)cc21 | -5 | 17 | -1 | 1.0 | -4 | 2 | 2 | 7
COc1ccc(C(=O)Nc2cc(C(C)=O)c(/C=C/N(C)C)oc2=O)cc1 | -7 | 22 | -1 | 0.0 | -9 | -3 | 10 | 0
CNC(=O)COC(=O)c1cc(NC(=O)c2ccco2)c(OC)c(OC)c1 | -3 | -7 | -3 | -0.4 | 4 | -1 | 0 | -2
COc1ccc(Cl)cc1N=Cc1c(O)c2ccccc2oc1=O | -4 | 0 | 2 | 1.2 | 17 | -2 | 22 | -8
CCC(C)c1ccc(OCCn2ccnc2)cc1 (centres undefined) | -10 | 15 | -6 | 0.3 | 7 | -8 | -7 | -9
CCOC(=O)c1c(S(=O)(=O)N(C)C2CCCCC2)c(C)n(C)c1C | -7 | 8 | 0 | 0.6 | 10 | -2 | 5 | 3
CC1Nc2ccccc2C(=O)N1NS(=O)(=O)c1ccccc1 (centres undefined) | -5 | 6 | 0 | -0.5 | 0 | -4 | 0 | -6
COc1ccccc1CNC(=O)CCNC(=O)C1CCN(S(=O)(=O)c2ccccc2)CC1 | -5 | 5 | -1 | 1.4 | -8 | -7 | 8 | 6
Cc1nc(SCC(=O)Nc2cc(C)on2)c2c(=O)n(C)c(=O)n(C)c2n1 | -5 | -4 | 0 | -0.2 | 1 | 0 | 3 | -3
CCOC(=O)CCCNS(=O)(=O)c1c(C)ccc2nsnc12 | -3 | -5 | 1 | 1.8 | -17 | -2 | 7 | -3
O=C(NCc1ccccc1)C1=C[C@@H](c2ccc(C(F)(F)F)cc2)C[C@@H](OCc2ccc(CO)cc2)O1 | 0 | 25 | -19 | -2.2 | 11 | 3 | 10 | 33
COC(=O)c1c(NC(NC(=O)C(C)(C)C)C(Cl)(Cl)Cl)sc2c1CCC2 (centres undefined) | -3 | 8 | -5 | 0.7 | 14 | -4 | 3 | 27
COc1cccc(CNC(=O)COC(=O)CN2C(=O)NC3(CCCCC3C)C2=O)c1 (centres undefined) | -7 | 11 | 0 | -1.4 | -3 | -2 | -13 | 1
CCOC(=O)N1CCN(C(=O)c2cccn3c(=O)c4cc(Br)ccc4nc23)CC1 | -1 | -6 | 0 | -2.8 | 9 | 2 | -1 | -2
CCOc1ccc(CCNC(=O)CN2C(=O)c3cccnc3Oc3ccc(C)cc32)cc1OCC | -11 | 11 | 0 | -1.0 | 29 | -3 | 6 | 4
CCCCCn1c(SCC(=O)OCC)nc2cc(C(=O)N3CCC(C(N)=O)CC3)ccc2c1=O | -3 | 4 | -1 | -0.8 | 2 | -2 | 3 | 2
COc1ccccc1C1C(C(C)=O)=C(O)C(=O)N1c1ccc(O)cc1 (centres undefined) | -6 | -11 | 0 | 2.6 | -3 | -12 | -2 | 1
NS(=O)(=O)c1ccc(CCNC(=O)C(=O)c2cn(CC(=O)N3CCOCC3)c3ccccc23)cc1 | -4 | 2 | 1 | 2.8 | 12 | -3 | 0 | -11
O=C(c1ccco1)N1CCN(C(=O)c2cc(-c3ccccc3F)no2)CC1 | -9 | 9 | 1 | -2.7 | -25 | -6 | 6 | 17
Cc1ccccc1Cn1c(=O)c2c(nc3n2CCN3Cc2ccco2)n(C)c1=O | / | 12 | 2 | 1.3 | 10 | / | -4 | -2
Cc1nc(=S)c2ccccc2[nH]1 | 11 | -8 | 0 | 4.6 | 6 | -10 | 4 | -5
CCOc1ccccc1NC(=O)CSc1nc2ccccc2c(=O)n1CC1CCCO1 (centres undefined) | -6 | 15 | 0 | 1.8 | -22 | -3 | 1 | 10
CCCCCCNC(=O)c1c(O)c2cccc3c2n(c1=O)CCC3 | -6 | -17 | 0 | 0.7 | -2 | -4 | -6 | 4
Cc1ccc2c(c1)N(CC(=O)N1CCN(c3nc4ccccc4s3)CC1)C(=O)C(C)O2 (centres undefined) | -13 | 12 | 0 | -1.7 | 13 | 1 | 0 | 13
CC(C)(C)c1ccc(C(=O)NCC(=O)OCC(=O)Nc2ccccc2[N+](=O)[O-])cc1 | 0 | -13 | -9 | 4.9 | 2 | 3 | -18 | -6
CCOC(=O)N1CCN(C(=O)C2CCCN(S(=O)(=O)c3cccnc3)C2)CC1 (centres undefined) | -4 | -3 | -2 | -0.3 | 5 | 1 | -2 | 2
O=C(Cn1nnc(-c2ccccc2)n1)N=Nc1c(O)[nH]c2ccccc12 | -2 | 13 | 1 | 2.8 | 4 | -2 | 4 | 0
O=C(NC1CCCCCCC1)c1ccc(Br)cc1 | -7 | 14 | 0 | 3.7 | -83 | 0 | 0 | 13
Cc1ccc(/C=C/c2nnc(-c3ccc(C)cc3)o2)cc1 | 3 | 6 | -1 | 3.2 | -16 | 5 | -5 | 25
COCCCNc1nc(N)c([N+](=O)[O-])c(Nc2cc(OC)ccc2OC)n1 | -2 | -3 | -1 | 3.6 | -15 | 1 | 11 | -3
COc1ccccc1-c1nc(-c2ccc(Br)o2)no1 | -2 | 6 | 0 | 2.5 | -32 | -4 | -5 | 3
O=C(NNC(=O)C(O)(c1ccccc1)c1ccccc1)C1CC1 | -1 | -1 | -1 | -0.3 | 0 | 7 | 5 | 1
CCC1(C)Cc2ccccc2-c2nc(NCCCO)n(C)c(=O)c21 (centres undefined) | -5 | 2 | 1 | 4.6 | 2 | 0 | 9 | 6

(cont.)
SMILES | A3G deaminase | CCR6 antag | NR3A LBD binder | MPTP block | Gli-Sufu antag | APOBEC3A inh | CXCR6 block | EBI2 block
O=C(NCc1ccco1)C1CC(=O)N(c2cccc(Cl)c2)C1 (centres undefined) | -3 | 10 | -1 | -2.2 | -6 | -3 | 2 | -28
CN1CCCN(C2C3CC4CC(C3)CC2C4)CC1 (centres undefined) | -4 | 0 | -2 | -1.0 | 9 | -1 | 2 | -4
NC(=S)Nc1ccc2cc[nH]c2c1 | -9 | 21 | -2 | 0.1 | / | -4 | -16 | -5
CCOc1cc(/C=N/NC(=O)C(=O)NC2CC2)cc(Br)c1O | -1 | 15 | 7 | 0.9 | 2 | 4 | 7 | -7
COC(=O)Cn1c2ccc(C)cc2c2nc(C)sc21 | -6 | 4 | 1 | -1.4 | -16 | -2 | 5 | -4
CCn1c(SCC(=O)Nc2ccc(C)cc2)nnc1-c1ccc(O)cc1 | 5 | 18 | 0 | 3.2 | 5 | 3 | -4 | -13
CC(C)c1ccc(NC(=O)c2snc3ccc(Cl)cc23)cc1 | -5 | 13 | 10* | 74* | -78 | -1 | -12 | 7
O=C(CNS(=O)(=O)c1c(Cl)cccc1Cl)OCC(=O)c1ccc[nH]1 | 2 | -5 | -1 | 1.7 | 2 | 12 | -2 | -28

Single records, from the list above. Screens in order: A3G deaminase, CCR6 antag, NR3A LBD binder, MPTP block, Gli-Sufu antag, APOBEC3A inh, CXCR6 block, EBI2 block
CC(C)c1ccc(NC(=O)c2snc3ccc(Cl)cc23)cc1 is entered as -5, 13, 10*, 74*, -78, -1, -12, 7
COC(=O)Cn1c2ccc(C)cc2c2nc(C)sc21 is entered as -6, 4, 1, -1.4, -16, -2, 5, -4
O=C(CNS(=O)(=O)c1c(Cl)cccc1Cl)OCC(=O)c1ccc[nH]1 is entered as 2, -5, -1, 1.7, 2, 12, -2, -28
CCOc1cc(/C=N/NC(=O)C(=O)NC2CC2)cc(Br)c1O is entered as -1, 15, 7, 0.9, 2, 4, 7, -7
